cardiac RTF act = cardiac RTF calcium sensitization. IANBD-labeled TnC RTF fluorescence at EC20 calcium; 0% EC20 calcium, 100% full calcium. AID 493008. 340,000 tested, 0.24% active. P19429+P45379. activation, % at 7.2 µM;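 active = activation above the mean over all tested compounds plus 3 SD, cut at about 30% in these data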;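 also: rise in fluorescence read as greater calcium sensitivity of cardiac thin filaments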
V-ATPase pHluor = regulators of yeast V-ATPase proton transport | S. cerevisiae, pHLuorin cytosolic pH fluorescence | response, % at 10 µM | 350,000 tested, 0.37% active; in the data active = response mostly above about 7.3%, no sharp cut-off; inactive = mostly below about 5.4%; also: actives read high; inactives centre near 0; some compounds called inactive have numbers as strong as hits; reference of the scale not given here
MOR-DOR ag = OPRM1-OPRD1 heterodimerization agonism | P35372+P41143 | cells, luminescence | activation, % at 9.3 µM | 340,000 tested, 0.3% active | AID 504326; in the data active = activation above about 18%;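 also: 0% = vehicle-treated cells and 100% = reference agonist; values of inactives mirror those of a sister screen read the other way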
CAL-PDZ inh HTS = blocks peptide binding to the human CAL PDZ domain | inhibition, % at 24.9 µM | AID 602252 | 300,000 tested, 0.92% active | purified CAL PDZ, TMR-peptide fluorescence polarization, 1 h;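 active = mean inhibition of at least 30% with at least half of replicates also reaching 30%; inconclusive = no clear call, values can overlap the other calls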;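 also: 0% = DMSO neutral control and 100% = excess unlabeled competitor peptide PRC23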
Cardiac RTF inh = cardiac RTF calcium desensitization. P19429+P45379. IANBD-labeled cardiac RTF, Ca2+ fluorescence. inhibition, % at 7.15 µM. 340,000 tested, 0.12% active;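 active = inhibition above the mean inhibition of all tested compounds plus 3 SD, cut at about 17% in these data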;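 also: assay run at fixed EC70 calcium of 1.6 mM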
Keap1-Nrf2 PPI = inhibitors of human Keap1-Nrf2 protein-protein interaction | Q14145 | Keap1 Kelch-Nrf2 peptide fluorescence polarization, 1536-well | inhibition, % at 9.4 µM | 340,000 tested, 0.15% active | AID 504523; in the data active = inhibition above about 12%; inconclusive = no clear call, values can overlap the other calls; inactive = below about 7.3%;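 also: human Keap1 Kelch domain with fluorescein labeled Nrf2 9mer peptide probe; 0% = neutral control wells and 100% = peptide positive control; higher means more block of Keap1 binding to Nrf2 peptide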
Target sequence (Q14145 whole entry, looked up, the tested form may be a part): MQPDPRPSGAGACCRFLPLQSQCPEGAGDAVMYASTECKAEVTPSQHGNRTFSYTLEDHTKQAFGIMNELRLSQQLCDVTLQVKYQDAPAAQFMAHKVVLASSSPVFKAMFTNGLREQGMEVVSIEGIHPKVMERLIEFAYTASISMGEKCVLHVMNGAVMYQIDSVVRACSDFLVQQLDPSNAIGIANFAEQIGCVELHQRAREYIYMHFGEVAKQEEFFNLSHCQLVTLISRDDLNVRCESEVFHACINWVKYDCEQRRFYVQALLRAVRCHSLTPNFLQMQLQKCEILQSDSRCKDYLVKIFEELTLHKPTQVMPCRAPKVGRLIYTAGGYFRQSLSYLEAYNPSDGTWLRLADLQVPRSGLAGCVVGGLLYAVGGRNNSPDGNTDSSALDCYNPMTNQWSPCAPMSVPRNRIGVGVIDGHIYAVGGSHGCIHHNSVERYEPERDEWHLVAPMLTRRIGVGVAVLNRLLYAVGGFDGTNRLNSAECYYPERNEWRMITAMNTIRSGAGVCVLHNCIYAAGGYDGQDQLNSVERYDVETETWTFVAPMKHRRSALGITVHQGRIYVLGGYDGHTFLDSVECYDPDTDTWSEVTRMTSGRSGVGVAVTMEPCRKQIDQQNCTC
HTR5A ag ctr = HTR5A agonism, opioid heterodimer counter-screen | P47898 | HTR5A agonist assay, luminescence, cell-based | activation, % at 9.3 µM | 340,000 tested, 0.61% active | AID 504692; in the data active = activation mostly above about 9.5%, no sharp cut-off; inactive = mostly below about 7.6%;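 also: 0% = cells with vehicle only and 100% = reference agonist; strong numbers were not always called active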
Target sequence (P47898 whole entry, looked up): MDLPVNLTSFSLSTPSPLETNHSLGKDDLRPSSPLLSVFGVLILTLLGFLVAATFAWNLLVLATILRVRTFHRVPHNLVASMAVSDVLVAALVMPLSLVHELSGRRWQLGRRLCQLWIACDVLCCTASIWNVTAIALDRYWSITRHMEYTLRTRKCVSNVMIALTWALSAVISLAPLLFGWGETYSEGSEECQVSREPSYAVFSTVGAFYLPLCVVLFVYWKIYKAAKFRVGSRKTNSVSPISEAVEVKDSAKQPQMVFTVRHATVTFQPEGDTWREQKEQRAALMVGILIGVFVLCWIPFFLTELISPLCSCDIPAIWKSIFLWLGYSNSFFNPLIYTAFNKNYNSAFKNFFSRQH
OPRM1-OPRD1 inv = inverse agonist of human OPRM1-OPRD1 heterodimerization | inhibition, % at 9.3 µM | cell-based MOR-DOR heterodimer luminescence, inverse agonism | P35372+P41143 | 340,000 tested, 0.21% active; in the data active = inhibition above about 22%, passing the limit was not always enough;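 also: 0% = cells with DMSO and 100% = wells without cells with DMSO; values of inactives mirror those of a sister screen read the other way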
HTR5A inv ag = HTR5A inverse agonism, opioid heterodimer counter-screen. HTR5A cell line, luminescence. P47898. 340,000 tested, 0.083% active. inhibition, % at 9.3 µM; in the data active = inhibition mostly above about 23%, no sharp cut-off; inactive = mostly below about 18%;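 also: 0% = cells with DMSO and 100% = no-cell wells with DMSO; some compounds called inactive have numbers as strong as hits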
C-LANA FP = blocks KSHV LANA C-terminal domain binding to DNA; MBP-C-LANA/FAM-LBS DNA binding, fluorescence polarization; AID 504423; 340,000 tested, 0.078% active; inhibition, % at 9 µM;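 active = highest replicate inhibition at or above 60% at 9 µM, even if other replicates fall short; inactive = all replicates below 60% inhibition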;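 also: 0% = neutral control wells and 100% = 4 µM acridine orange control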
An asterisk follows results filed as active; ? = inconclusive; . = not tested or not shown.

SMILES | cardiac RTF act | V-ATPase pHluor | MOR-DOR ag | CAL-PDZ inh HTS | Cardiac RTF inh | Keap1-Nrf2 PPI | HTR5A ag ctr | OPRM1-OPRD1 inv | HTR5A inv ag | C-LANA FP
O=C(NCCc1nnc2ccc(NCc3cccnc3)nn12)c1ccccc1F | -4 | 0 | -1.3 | -4 | -6 | -3 | 0 | 7 | 0 | 1.3
CC1CCN(c2ccc(C(=O)Nc3nnc(C4CC4)s3)cc2[N+](=O)[O-])CC1 | -1 | -1 | -2.5 | -1 | -1 | -4 | 1 | 12 | -12 | 4.1
CC1Cc2ccccc2N1C(=S)NC(=O)c1ccco1 (stereo unspecified) | -1 | -5 | -2.4 | 3 | 1 | 0 | 2 | 12 | 14 | -0.4
CC(=O)N1CCOc2ccc(S(=O)(=O)N3CCC(C(=O)NCc4ccccc4)CC3)cc21 | 1 | 1 | -2.9 | -2 | 1 | 0 | -1 | 15 | -20 | 0.1
COC(=O)CN(c1nc(C)cc(OC)n1)S(=O)(=O)c1ccccc1 | -1 | 2 | -2.2 | -2 | -3 | 5 | -1 | 10 | 12 | -1.0
O=c1[nH]cccc1-c1nc2ccccc2n1Cc1cccc(Cl)c1 | 3 | 0 | -3.1 | -4 | -11 | -2 | 6 | 18 | -23 | 1.7
Cc1ccc(-c2cc(C(=O)N/N=C/c3ccccc3)n[nH]2)o1 | -5 | -6 | -0.1 | -8 | -2 | -6 | 12 | 0 | -33 | -0.8
COc1ccc(NC(=O)c2cc(Cl)ccc2Cl)c([N+](=O)[O-])c1 | 10 | 0 | 2.5 | -3 | -18 | -4 | 2 | -13 | -4 | 2.5
OCc1ncccc1O | 2 | -2 | -1.7 | -3 | -1 | -2 | -3 | 9 | 10 | 0.7
COc1cc(NC(=O)c2sc3nc(C)nc(N4CCOCC4)c3c2C)cc(OC)c1OC | -3 | -2 | -1.4 | -9 | -5 | -1 | -3 | 7 | -19 | 0.5
Cc1cc(SCC(=O)Nc2ccccc2)nc(C)n1 | 0 | 0 | -1.4 | -3 | -8 | 0 | 0 | 6 | 1 | -1.2
CC(=O)NC1(C(F)(F)F)NC(=O)N(CC(C)C)C1=O (stereo unspecified) | -2 | 0 | -2.3 | 2 | 2 | 0 | 0 | 10 | 1 | 0.4
N/C(=N\OC(=O)c1cccc(Br)c1)c1ccc(Br)cc1 | 0 | -5 | 3.4 | -2 | -4 | -2 | 4 | -20 | -12 | 0.8
Cc1ccc(-c2nc(NC(=O)CSc3ccc4ccccc4n3)ns2)cc1 | 1 | -1 | 1.3 | 10 | -3 | -9 | 5 | -7 | -14 | -2.1
O=C(NCc1ccco1)C(=O)NCC1OCCN1S(=O)(=O)c1ccc(Cl)cc1 (stereo unspecified) | 6 | 2 | 0.2 | . | -8 | -2 | 5 | -1 | -15 | 0.4
C[C@@H]1CN([C@@H](C)CO)C(=O)c2cc(NC(=O)C3CC3)ccc2O[C@@H]1CN(C)C(=O)NC1CCCCC1 | 6 | 10 | -0.7 | 6 | -1 | -3 | 3 | 4 | -8 | 1.7
O=C(CCC(=O)N(CC(=O)NC1CCCC1)Cc1cccs1)Nc1nccs1 | -2 | 10 | -1.6 | -7 | -7 | -6 | -6 | 8 | 16 | 0.7
COc1cc2c(-c3ccc(O)cc3)nc3c(c(C)nn3-c3ccccc3)c2cc1OC | -24 | -1 | 3.5 | . | -12 | 0 | -4 | -19 | -11 | -0.3
O=[N+]([O-])c1ncn(Cc2ccccc2Cl)n1 | 4 | -5 | 0.5 | 0 | -16 | 0 | 4 | -2 | 7 | 2.5
CN(CC1COc2ccccc2O1)C(=O)c1cccc(S(=O)(=O)N2CCCC2)c1 (stereo unspecified) | 2 | -2 | -3.5 | 1 | 1 | -2 | 2 | 14 | -1 | -0.4
Cc1c(C)c2ccc(OCC(=O)Nc3ccccn3)cc2oc1=O | 0 | -3 | -1.9 | -2 | -2 | -7 | 3 | 9 | -11 | -0.1
CC/C(=C\c1oc2cc3ccccc3cc2[n+]1CC)Nc1ccccc1 | 3 | 4 | 0.8 | . | -10 | -4 | 5 | -4 | -8 | -0.9
Cc1ccc(C(=O)NC(=S)NNC(=O)COc2ccccc2C)cc1 | -3 | -4 | -0.7 | 6 | 1 | 1 | 3 | 3 | -22 | 0.1
Nc1cccc2c1C(=O)N(CCOc1ccc(F)cc1)C2=O | 3 | 1 | -1.9 | -1 | 7 | ? | 0 | 10 | 0 | 1.3
O=C(N[C@@H]1CCC(=O)N(CC[C@H](Oc2ccccc2)c2ccccc2)CC1)OCc1ccccc1 | 7 | -3 | -0.9 | -2 | -6 | -8 | -2 | 5 | -7 | -1.9
CCCCCOC(=O)c1cc(=O)[nH]c2ccccc12 | -2 | -1 | 6.1 | 4 | -3 | 0 | 1 | -25 | 1 | -1.5
CC1Cc2ccccc2N1C(=O)c1ccc2nccnc2c1 (stereo unspecified) | -6 | 2 | -1.2 | . | 2 | -8 | 4 | 8 | 2 | -1.7
O=C(COC(=O)c1cc(S(=O)(=O)N2CCOCC2)ccc1F)NCc1ccco1 | 0 | 2 | 0.2 | 0 | -5 | -1 | -1 | -1 | -10 | -0.9
O=C(NNS(=O)(=O)c1cccc(Cl)c1)c1cc(-c2ccc(F)cc2)nc2ccccc12 | 3 | -2 | 4.5 | -2 | -6 | . | -1 | -22 | 4 | .
O=C(COc1ccc(Cl)cc1)NCc1nnc(SCC(=O)NCCc2ccccc2)o1 | 6 | -4 | -0.5 | -2 | -5 | 4 | -4 | 3 | -15 | 2.4
CC(C)(C)NC(=O)COc1ccc(-c2ccccc2)cc1 | -2 | 1 | -2.2 | . | 1 | 0 | -4 | 10 | -1 | -0.2
C=C[C@]1(C)C[C@H]1[C@H](NP(=O)(c1ccccc1)c1ccccc1)c1ccccc1 | -10 | 2 | 2.9 | -2 | 3 | -3 | 7 | -16 | -41 | 2.6
O=C(CCn1c(=O)oc2ccccc21)N(Cc1ccccc1)c1ccccn1 | -10 | 1 | 0.2 | -8 | -1 | 1 | 2 | -1 | -4 | -0.1
CC(C)n1c(SCC(=O)Nc2ccc3c(c2)OCO3)nc2c1c(=O)n(C)c(=O)n2C | 0 | 2 | -0.5 | -1 | 1 | -3 | 1 | 3 | -4 | -0.8
CCC1(CC)NC(=O)N(CC(=O)NC(=O)NCc2ccccc2)C1=O | -4 | 2 | 1.2 | 0 | -9 | -1 | 1 | -10 | -9 | -0.3
O=C(Nc1ccccc1)C1=C[C@@H](c2ccccc2)C[C@@H](OCc2ccc(CO)cc2)O1 | -4 | -3 | -3.5 | -4 | 6 | 0 | -5 | 19 | -29 | -0.3

Part of the list above, in CSV form.
SMILES,cardiac RTF act,V-ATPase pHluor,MOR-DOR ag,CAL-PDZ inh HTS,Cardiac RTF inh,Keap1-Nrf2 PPI,HTR5A ag ctr,OPRM1-OPRD1 inv,HTR5A inv ag,C-LANA FP
O=C(COC(=O)c1cc(S(=O)(=O)N2CCOCC2)ccc1F)NCc1ccco1,0,2,0.2,0,-5,-1,-1,-1,-10,-0.9
O=C(NNS(=O)(=O)c1cccc(Cl)c1)c1cc(-c2ccc(F)cc2)nc2ccccc12,3,-2,4.5,-2,-6,.,-1,-22,4,.
O=C(COc1ccc(Cl)cc1)NCc1nnc(SCC(=O)NCCc2ccccc2)o1,6,-4,-0.5,-2,-5,4,-4,3,-15,2.4
CC(C)(C)NC(=O)COc1ccc(-c2ccccc2)cc1,-2,1,-2.2,.,1,0,-4,10,-1,-0.2
C=C[C@]1(C)C[C@H]1[C@H](NP(=O)(c1ccccc1)c1ccccc1)c1ccccc1,-10,2,2.9,-2,3,-3,7,-16,-41,2.6
O=C(CCn1c(=O)oc2ccccc21)N(Cc1ccccc1)c1ccccn1,-10,1,0.2,-8,-1,1,2,-1,-4,-0.1
CC(C)n1c(SCC(=O)Nc2ccc3c(c2)OCO3)nc2c1c(=O)n(C)c(=O)n2C,0,2,-0.5,-1,1,-3,1,3,-4,-0.8
CCC1(CC)NC(=O)N(CC(=O)NC(=O)NCc2ccccc2)C1=O,-4,2,1.2,0,-9,-1,1,-10,-9,-0.3
O=C(Nc1ccccc1)C1=C[C@@H](c2ccccc2)C[C@@H](OCc2ccc(CO)cc2)O1,-4,-3,-3.5,-4,6,0,-5,19,-29,-0.3

Next compounds
SMILES | cardiac RTF act | V-ATPase pHluor | MOR-DOR ag | CAL-PDZ inh HTS | Cardiac RTF inh | Keap1-Nrf2 PPI | HTR5A ag ctr | OPRM1-OPRD1 inv | HTR5A inv ag | C-LANA FP
O=C(CCNC(=O)c1ccc(Cl)cc1)Nc1ccc(F)cc1F | -1 | -2 | -1.2 | -2 | -16 | -5 | 0 | 8 | -3 | 0.9
CCC1(CC)NC(=O)NC1=O | 1 | -1 | -1.0 | -1 | -18 | -3 | -3 | 6 | -3 | 2.7
Cc1ccc(C(=O)Nc2ccc3cn[nH]c3c2)cc1S(=O)(=O)N1CCOCC1 | 1 | -4 | 0.1 | 15 | -5 | -1 | -2 | 0 | 7 | -1.0
CC(C)COc1cccc(C(=O)N(C)CC(=O)Nc2cccc3ccccc23)c1 | -4 | 2 | 4.3 | -1 | -3 | -8 | 2 | -19 | -9 | -1.0
O=C(O)c1cccc(-c2ccc3c(c2)OCO3)c1 | 0 | 1 | -2.9 | 0 | -2 | -3 | -2 | 14 | 6 | -0.4
CC(=O)N1CCc2cc(S(=O)(=O)NCCC(=O)Nc3cc(C)cc(C)c3)ccc21 | 6 | -1 | -2.0 | -5 | -5 | -5 | 3 | 11 | -24 | 0.0
COc1ccc(-c2[nH]ncc2/C=N\NC(=O)c2ccc(Br)o2)cc1OC | -8 | 1 | -1.5 | -14 | 2 | 1 | 3 | 8 | 6 | -2.0
CN1CCN(S(=O)(=O)c2ccc(NC(=O)COc3ccccc3)cc2)CC1 | 5 | -1 | -3.8 | 0 | -9 | -7 | 3 | 18 | 9 | -1.0
CCCN(CC(=O)Nc1ccccc1C)C(=O)c1ccc(-c2ccc(C(C)=O)cc2)o1 | -8 | 2 | -2.5 | -1 | 0 | 1 | -5 | 14 | 43* | -1.4
COc1cc2c(cc1NC(=O)C(c1ccccc1)c1ccccc1)CCCC2 | 3 | 2 | -1.1 | -4 | -7 | -5 | -8 | 6 | 18 | 1.2
CN(Cc1ccccn1)C(=O)CC1C(=O)NCCN1Cc1ccc(F)cc1Cl (stereo unspecified) | -3 | -3 | -2.8 | -2 | -4 | -4 | 1 | 14 | 7 | 0.9
O=C(COC(=O)/C=C/c1ccc(C(F)(F)F)cc1)Nc1ccc2[nH]c(=O)[nH]c2c1 | -11 | 3 | -3.4 | 0 | -16 | 0 | 4 | 18 | -10 | 0.3
O=c1cc(NCc2ccco2)[nH]c(=O)n1-c1ccc(Br)cc1 | -2 | . | -1.3 | -2 | -9 | 0 | -3 | 7 | 7 | 2.0
O=C(Cc1ccc(Cl)cc1)Nc1ccc(SC(F)F)cc1 | 0 | -1 | 6.8 | -5 | 0 | -3 | 2 | -35 | -4 | -1.0
CC(C)(C)NC(=O)c1cc(F)c(F)cc1Cl | -1 | 6 | -2.7 | -5 | 3 | -4 | -2 | 14 | -2 | 0.6
